Screening data as filed in PubChem BioAssay.
LYP inh 2: PTPN22 phosphatase inhibitors, primary screen, biochemical, DiFMUP fluorescence, 2 µM | inhibition, % at 2 µM | 0.21% of 96,000 active | recombinant LYP catalytic domain | Tyrosine-protein phosphatase non-receptor type 22 (Homo sapiens), Q9Y2R2;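 active means inhibition at 2 µM at or above a set limit, the screen mean plus 3 SD, cut at about 24% in these data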;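 further: 0% = DMSO with enzyme and 100% = enzyme fully blocked by orthovanadate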
PostGolgi ctrl: growth inhibition of yeast control strain, primary screen, counter-screen for post-Golgi transport modulator project; efflux-deficient yeast background strain, growth absorbance A615, 16 h; inhibition, % at 10 µM; 5% of 98,000 active
PostGolgi yeast: phenotypic screen on post-Golgi transport, primary screen | post-Golgi transport phenotypic cell assay | inhibition, % at 10 µM | 0.9% of 98,000 active | AID 739, 2007;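 further: yeast cells grown in 1536-well plates; yeast grown about 18 h at 30C before absorbance read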
hDAT+cocaine: changed hDAT dopamine uptake under cocaine IC80, either direction, primary screen, cocaine antagonist project, cell-based, LLC-PK1 hDAT, [14C]-dopamine uptake, MLSMR. B-score at 10 µM. LLC-PK1 hDAT cells, [14C]-dopamine uptake with cocaine IC80; actives deviate in either direction. 1.3% of 110,000 active;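 active means Z score or B-score, a plate-position-corrected score, falls beyond the plate's 99.7% confidence bounds, in either direction; inactive means both scores lie inside the 99.7% bounds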;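 further: scored against the spread of the other compound wells on the same plate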
Target sequence (Q01959 whole entry, looked up): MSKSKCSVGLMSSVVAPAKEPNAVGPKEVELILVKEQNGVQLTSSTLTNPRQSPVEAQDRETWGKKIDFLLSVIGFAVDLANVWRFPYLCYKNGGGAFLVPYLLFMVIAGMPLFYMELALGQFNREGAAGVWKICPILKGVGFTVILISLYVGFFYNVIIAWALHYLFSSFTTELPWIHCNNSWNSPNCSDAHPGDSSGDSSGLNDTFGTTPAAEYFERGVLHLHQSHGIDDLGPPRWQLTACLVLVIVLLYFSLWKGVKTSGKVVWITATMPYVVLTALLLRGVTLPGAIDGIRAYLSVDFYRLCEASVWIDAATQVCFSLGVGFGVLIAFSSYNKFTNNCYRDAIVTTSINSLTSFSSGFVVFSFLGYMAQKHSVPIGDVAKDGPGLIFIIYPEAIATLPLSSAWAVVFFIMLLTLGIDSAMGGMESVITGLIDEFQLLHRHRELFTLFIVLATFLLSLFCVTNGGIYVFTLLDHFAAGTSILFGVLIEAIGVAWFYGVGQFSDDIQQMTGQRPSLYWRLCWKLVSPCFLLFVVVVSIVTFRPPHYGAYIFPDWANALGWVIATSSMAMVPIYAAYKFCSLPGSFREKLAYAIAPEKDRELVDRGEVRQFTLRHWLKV
CYP2C9 activ: human CYP2C9 activators, primary screen, biochemical, luminescence. Cytochrome P450 2C9 (Homo sapiens), P11712. recombinant CYP2C9, luciferin-H conversion; stronger effect = higher value; factor 1 = untreated enzyme, 0 = blocked. activation factor at 5 µM. 1.4% of 96,000 active;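 active means activation factor of 2 or more for CYP2C9 at a 5 µM dose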;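 further: 0 = sulfaphenazole-blocked wells and 1 = vehicle-only wells; values of inactives mirror those of a sister screen read the other way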
Target sequence (P11712 whole entry, looked up): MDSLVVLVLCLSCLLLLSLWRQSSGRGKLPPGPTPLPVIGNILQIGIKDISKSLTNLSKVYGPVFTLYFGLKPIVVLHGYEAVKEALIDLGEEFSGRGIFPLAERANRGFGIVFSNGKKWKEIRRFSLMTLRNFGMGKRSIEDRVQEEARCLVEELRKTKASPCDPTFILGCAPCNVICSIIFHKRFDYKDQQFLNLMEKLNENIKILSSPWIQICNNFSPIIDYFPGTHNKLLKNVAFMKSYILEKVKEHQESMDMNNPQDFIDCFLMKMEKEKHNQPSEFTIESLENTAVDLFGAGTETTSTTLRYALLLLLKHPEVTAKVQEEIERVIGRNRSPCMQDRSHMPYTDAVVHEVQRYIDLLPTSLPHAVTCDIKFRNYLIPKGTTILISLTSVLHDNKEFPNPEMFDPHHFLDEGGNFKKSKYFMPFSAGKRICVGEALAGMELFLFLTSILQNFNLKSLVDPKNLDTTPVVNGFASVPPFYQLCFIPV
LYP act: LYP phosphatase activators, primary screen, biochemical, DiFMUP fluorescence, 2 µM | Tyrosine-protein phosphatase non-receptor type 22 (Homo sapiens), Q9Y2R2 | recombinant LYP; 0 = plate median, 100 = signal doubled | activation, % at 2 µM | 0.11% of 96,000 active | AID 697, 2007;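 active means activation at 2 µM above a set limit, the mean plus 5 SD, cut at about 37% in these data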
PTK2B oligo ant: antagonists of Pyk2 self-association, primary screen, Q293 cells, FERM NanoBiT luminescence, HTS. z-score (the deposit names both 25 µM and 10 µM). 0.83% of 99,000 active. AID 1347419, 2020. stronger effect = lower value;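 active means Z-score of -3 or lower, scaled per plate to the spread of control and sample wells; inactive means z-score above -3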;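 further: negative z-score means lost luminescence so less FERM oligomerization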
CYP2C9 inhib: blockers of cytochrome P450 2C9 activity – biochemical, luminescence, ADME assay, primary screen. P11712. CYP2C9 Supersomes, luciferin-H conversion. inhibition, % at 5 µM. 20% of 96,000 active. AID 777, 2007;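 active means blocking of liver enzyme CYP2C9 beyond about 50% at 5 µM, limit read from the data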; further: values of inactives mirror those of a sister screen read the other way
E coli WT exp: growth inhibitors of wild-type E. coli, primary screen, strain BW25113, expanded library, OD600. OD600 absorbance. growth inhibition, % at 100 µM. 0.15% of 98,000 active. AID 710, 2007;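 active means growth inhibition above about 50% at one test dose, limit read from the data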;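 further: growth measured after 20 h incubation at 37 °C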
The depositor's hits bear a star; · = not tested or not shown. Unless noted, no stated cut-off is given here; in the data, active means inhibition above about 30%; inactive means the rest.

Each structure is followed by: LYP inh 2	PostGolgi ctrl	PostGolgi yeast	hDAT+cocaine	CYP2C9 activ	LYP act	PTK2B oligo ant	CYP2C9 inhib	E coli WT exp
> Cc1ccc(N(CC(=O)Nc2cccc(C)c2)S(=O)(=O)c2cccc3nonc23)cc1
  -2	6	-5	1.9	0.1	3	-1	89*	-7
> O=C(CSc1nnnn1-c1ccc2c(c1)OCCO2)Nc1nc2c(s1)CCCC2
  7	13	18	-0.58	1.4	-7	-2	-43	-2
> Cc1ccc(C(=O)Cn2c(NCCO)nc3ccccc32)cc1
  1	9	0	0.17	0.7	-1	0.81	32	7
> c1cnc(NCCNc2ncccn2)nc1
  2	3	-2	-1	1.1	-5	0.32	-6	1
> CC(=O)N(Cc1cccnc1)Cc1cc2ccccc2[nH]c1=O
  ·	1	1	0.8	0.8	·	-0.24	19	-3
> CC(C(=O)Nc1ccccc1)c1ccc(-c2ccccc2)c(F)c1 (centres undefined)
  1	3	-8	-0.085	1	-5	-2.1	4	-10
> CNC(=O)C1CC(=O)N(Cc2ccccc2)C(=Nc2ccc(OC)cc2)S1 (centres undefined)
  5	4	15	-0.49	0.8	-6	0.88	22	25
> Cc1ccc(OCC(=O)NNC(=O)c2cccnc2)cc1
  7	-9	4	0.44	1.2	-4	1.2	-18	-11
> CCCc1cc(-n2ccnc2)n2c(nc3ccccc32)c1C#N
  0	13	12	·	0.9	-3	-0.24	10	-2
> Cc1cc(C(=O)N2CCc3ccccc32)c2ccccc2n1
  4	14	3	-0.065	0.6	-7	-0.05	38	0
> COc1ccc(S(=O)(=O)N2CCCC(C(=O)N3CCOCC3)C2)cc1C (centres undefined)
  -10	8	7	-0.78	2.2*	5	0.14	-116	1
> COc1nc(N(CC(N)=O)S(=O)(=O)c2ccccc2)nc(C)c1Cl
  -2	·	·	-0.91	·	2	-0.31	·	·
> COc1ccc(C2C3=C(Nc4ncnn42)c2ccccc2CC3)cc1OC (centres undefined)
  0	-2	-4	0.29	0.6	-2	·	36	-3
> Cc1csc(NC(=O)c2cc3c(s2)CCCC3)n1
  14	10	12	3.2*	0.9	-11	0	9	21
> Cc1nc2sc(C(c3ccccc3)N3CCC(O)CC3)c(O)n2n1 (centres undefined)
  -1	3	5	0.0096	1	0	0.05	0	-3
> Cc1ccc(C(=O)CSC2=C(C#N)C(c3ccco3)CC(=O)N2)c(C)c1 (centres undefined)
  10	15	8	-0.7	0	-13	-0.09	98*	2
> CC1N(C)c2cc(NC(=O)c3ccco3)ccc2C1(C)C (centres undefined)
  7	4	1	-0.68	1.3	-10	-0.69	-31	6
> O=C(Nc1c(F)cc(F)cc1Br)c1cccnc1
  11	9	3	0.12	1	-8	-0.94	-4	11
> CCCCOC(=O)Nc1ccc2c(C)cc(=O)oc2c1
  9	·	·	-0.38	·	-3	-0.87	·	·
> O=C(CC(c1ccccc1)c1cc(Br)ccc1O)NCCN1CCOCC1 (centres undefined)
  4	-1	-2	-0.39	0.4	0	-0.1	56*	2
> Cc1cc(NC(=O)c2cc(-c3cccnc3)nc3c(C)c(C)ccc23)no1
  6	15	-1	-0.34	0.6	-7	-1.5	43	-1
> CCC(CC)C(=O)Nc1c2c(nn1-c1ccc(OC)cc1)CS(=O)(=O)C2
  6	7	7	0.22	0.5	-7	1.6	55*	-2
> CCOC(=O)Cn1c(S(=O)(=O)Cc2ccc(Cl)cc2)nc(-c2ccccc2)c1-c1ccccc1
  2	27	15	0.21	0.5	3	-2	50*	1
> Cc1cc(=O)[nH]c(/N=C(\N)Nc2cccc3ccccc23)n1
  -3	-5	0	0.6	0.9	2	0.55	10	-12
> COc1ccc(C(O)C(CN2CCOCC2)c2ccccc2)cc1F (centres undefined)
  1	1	-9	-0.88	1.2	-4	0.01	-18	-2
> CCC1(C)Cc2c(sc3c2c(=O)n(C)c2nnc(SCc4ccc5c(c4)OCO5)n32)CO1 (centres undefined)
  0	7	-4	0.34	1	1	1.3	4	-3
> COc1cccc(Nc2ncccc2C(=O)Nc2ccccc2)c1
  -16	17	-2	1.7	0.7	18	-1.1	25	-20
> COc1ccc(CCNC(=O)c2cnn3c(C(F)F)cc(C)nc23)cc1OC
  -10	7	4	1.6	0.5	7	·	47	-4
> Cc1cc(CN2C(=O)c3ccccc3C2=O)cc(N2CCOCC2)c1
  8	12	-11	-0.0019	1.6	-9	-0.5	-61	5
> O=C(CN1CCCCC1)Nc1nnc(-c2ccccc2)s1
  -3	-2	2	0.065	1.3	-1	-0.68	-28	-6
> Cc1ccc(-c2c3c(=O)n(C)c(=O)n(C)c3cn2Cc2ccccc2)cc1
  9	17	-3	0.028	0.5	-9	-0.37	50	0
> Cc1ccc(SCCN2C(=O)NC(C)(C)C2=O)cc1
  2	-4	0	-0.37	0.3	-9	0.03	69*	11
> COc1cc(C(=O)Nc2cc(-c3nc4cc(C)ccc4o3)ccc2C)cc(OC)c1OC
  -2	0	12	2.2	0.5	-1	-0.86	49	-5
> Nc1ccc(Cl)c(NC(=O)c2cccs2)c1
  -2	19	2	0.2	1.1	-2	1.1	-10	0
> COc1ccccc1C1=NN(C(=S)Nc2ccccc2)C(c2ccco2)C1 (centres undefined)
  13	12	9	·	0.5	-9	-0.28	46	-22
> O=C(Nc1ccc2c(c1)OCO2)c1ccccc1SCC(=O)N1CCCC1
  -4	9	0	·	0.9	2	0.67	10	8
> COC(=O)c1c(NC(=O)CCCC(=O)O)sc2c1CCC2
  -1	10	-4	-0.79	1.2	-2	0.23	-20	-4
> NC(=O)C1(N2CCCCC2)CCN(C(=O)CSc2nc3ccccc3[nH]2)CC1
  2	·	·	-0.19	·	-2	0.54	·	·
> O=C(Nc1ccccc1-c1nc2ccccc2[nH]1)c1ccc(S(=O)(=O)N2CCCCC2)cc1
  1	0	-5	0.067	0.9	-3	-0.14	9	-14
> CC1(C)Oc2ccc3ccc(=O)oc3c2-c2cnoc21
  ·	7	-14	-0.13	0.9	·	·	5	-2
> Cc1cc(NC(=O)CCSc2nc(-c3ccco3)cc(C(F)(F)F)n2)n(-c2ccccc2)n1
  1	·	·	0.19	·	-2	-0.15	·	·
> CC(CCc1ccccc1)NC(=O)c1ccc(Cl)nc1 (centres undefined)
  4	4	1	-0.63	0.8	-1	0.33	20	-2
> CCOc1ccccc1C(=O)OCC(=O)Nc1ccc(OC(F)F)cc1
  -3	11	-8	0.45	1	2	0.37	-1	-5
> Cc1ccc(C)c(-c2cc(C(=O)NCc3cccs3)c3ccccc3n2)c1
  6	9	-16	-1.5	0.5	-6	-1.1	52*	-12
> C=CCn1c(SCC(=O)Nc2cc(NC(C)=O)ccc2OC)nnc1-c1ccccn1
  -6	6	16	0.8	0.8	3	-1.2	19	4
> O=C(/C=C\NCC(=O)c1ccccc1)c1ccccc1
  13	1	-4	0.13	0.9	-9	-1.6	13	3
> Cc1cccc(N(C(=O)CCC(=O)Nc2cccnc2)C(C(=O)NC2CCCC2)c2ccncc2)c1 (centres undefined)
  11	·	·	0.13	·	-10	0.17	·	·
> C=C(C)c1cccc(C(C)(C)NC(=O)N(Cc2ccccc2)Cc2ccco2)c1
  10	0	-10	·	0.3	-8	-1.8	72*	-3
> COc1cc2nc(CN(C)Cc3nc4ccccc4c(=O)[nH]3)[nH]c(=O)c2cc1OC
  0	4	1	-0.025	0.7	0	-0.68	30	2
> O=C(Nc1cccc(F)c1)c1ccc(S(=O)(=O)N2CCOCC2)cc1
  -6	1	-9	2.3	1	2	·	0	3
> O=C(c1cccs1)c1cn(CC(=O)N2CCc3ccccc3C2)c2ccccc12
  -3	26	-5	0.032	0.1	2	-0.95	91*	-6
> O=C(NCCCN1CCCC1)C1CCN(C(=O)c2cc3sccc3n2Cc2ccc(F)cc2)CC1
  17	6	27	-0.86	0.8	-17	0.29	16	-1
> CSc1nnc(Cc2sc(-c3ccccc3)nc2-c2ccccc2)o1
  -16	24	-10	-0.48	0	16	-1.7	100*	-25
> CCOCCSc1nnc2nc(C)cc(C)n12
  -2	-3	2	-0.1	1.2	3	0.22	-16	0
> Cc1onc(-c2c(F)cccc2Cl)c1C(=O)NCC1COc2ccccc2O1 (centres undefined)
  -6	37*	5	-0.011	0.4	4	0	59*	4
> Cc1ccc(Cl)cc1NC1=C/C(=N\S(=O)(=O)c2cccs2)c2ccccc2C1=O
  1	66*	50*	-3.5*	0.1	-1	-4.4*	92*	-16
> Cc1nc(N[C@@H](Cc2c[nH]c3ccccc23)C(=O)O)c2oc3ccccc3c2n1
  -2	2	-5	·	·	-1	·	·	-7
> CC(=O)Oc1ccc2occ(C(=O)c3cccs3)c2c1
  6	14	1	0.47	0.7	-6	-0.99	31	-5
> C=CCNC(=O)CC(C)C(CCCCC)C(=O)O (centres undefined)
  5	-2	-3	-1.5	0.8	-7	0.4	15	7
> CC1=C(C(=O)Nc2ccc(C)cc2C)C(c2ccc([N+](=O)[O-])cc2)n2ncnc2N1 (centres undefined)
  10	9	7	0.14	1	-12	-0.1	1	-9

Quoted from the listing:
`O=C(CN1CCCCC1)Nc1nnc(-c2ccccc2)s1` in CYP2C9 activ: 1.3
`O=C(Nc1ccccc1-c1nc2ccccc2[nH]1)c1ccc(S(=O)(=O)N2CCCCC2)cc1` in PostGolgi ctrl: 0

New compounds follow:
Each structure is followed by: LYP inh 2	PostGolgi ctrl	PostGolgi yeast	hDAT+cocaine	CYP2C9 activ	LYP act	PTK2B oligo ant	CYP2C9 inhib	E coli WT exp
> Cn1c(NCc2c[nH]c3ccccc23)nc2ccccc21
  5	26	11	0.65	0.8	-8	-0.36	16	0
> CNC(=O)CSc1nnc(CCc2ccccc2)n1-c1ccccc1
  6	7	2	0.00012	1.2	-2	0.34	-18	0
> O=C(Nc1ccccc1N1CCN(C(=O)c2ccc(Cl)cc2)CC1)c1cc2ccccc2o1
  9	26	-2	0.069	0.1	-6	-1.8	92*	-10
> O=C(CSc1ccc2nnc(-c3ccccc3)n2n1)NCc1ccco1
  0	22	10	-1.9	0.8	0	0.82	20	4
> Cn1c(SCC(=O)N(Cc2ccccc2)C(C)(C)C)nc2ccccc21
  -6	27	-5	-1.1	1.4	6	0.17	-38	1
> Cc1ccnc(N2C(=O)c3ccccc3C2Nc2ccccc2Cl)c1 (centres undefined)
  ·	1	0	0.014	·	·	·	·	-4
> COc1ccc(N(CC(=O)N2c3ccccc3CC2C)S(=O)(=O)c2c(C)nn(C)c2C)cc1 (centres undefined)
  1	9	-3	1.2	0.2	-2	·	77*	0
> COC(=O)Nc1ccc(S(=O)(=O)Nc2ccccc2F)cc1
  -2	22	2	0.39	0.8	1	-0.18	24	4
> c1ccc(COc2cccc(CN3CCN(c4ccccn4)CC3)c2)cc1
  10	-9	15	0.97	0.3	-10	-0.03	70*	9
> CCn1c(SCC(=O)Nc2cccc(NC(C)=O)c2)nnc1C(C)C
  -9	8	-3	0.94	1.2	8	0.52	-22	-9
> Cc1cc(=O)oc(C)c1C(=O)Nc1cnc2ccccc2c1
  -2	6	18	-1.8	0.9	2	-0.63	10	2
> CCC(=O)Nc1sccc1C(=O)OC
  ·	0	-3	0.28	1	·	0.93	-5	-4
> CCCCOC(=O)c1ccc(NC(=O)CSCc2n[nH]c(=O)[nH]2)cc1
  0	9	6	-0.29	0.9	-1	-0.92	7	3
> Cc1ccc(CSc2ncnc3c2cnn3Cc2ccccc2)cc1C
  11	-2	-3	1.3	0.8	-8	-0.59	23	-4
